BAZ2B block – BAZ2B (human) inhibition; actives 4.4% (n = 360,000); AlphaScreen BAZ2B-H3K14Ac peptide displacement; Q9UIF8; Potency, µM (highest dose often 114 µM), without a hit: at the top dose activity change, negative = inhibition, usual class: inhibitors; also: potency is read from the fitted curve at half-maximal effect; % is scaled to controls: 0 for no effect and ±100 for the full control effect; nearly all actives have a fitted effect of over 60% in size
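Protein-peptide AlphaScreen: BAZ2B 50 nM, b-H3K14Ac 50 nM, 1x PBS pH 7.4 + 0.01% Tween-20. Preincubation 30 min RT; cpd 30 min RT (top 110 uM); beads 20 min RT, light-protected.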
G9a inh – blocks human histone lysine methyltransferase G9a; G9a H3K9 monomethylation, AlphaScreen, 2 h; Q96KQ7; AID 504332; actives 8.8% (n = 350,000); Potency, µM (top dose mostly 102 µM), inactives show at the top dose activity, negative = inhibition, usual class: inhibitors; also: potency is read from the fitted curve at half-maximal effect; % is scaled to controls: 0 for no effect and ±100 for the full control effect; nearly all actives have a fitted effect of over 75% in size
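Compounds were preincubated with 20 nM G9a for 15 min, after which biotinylated H3K9 peptide (500 nM) and SAM (20 uM) started a 2 h room-temperature reaction. Monomethylated product was quantified by antibody-based AlphaScreen chemiluminescence.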
JMJD2A Tudor inh – JMJD2A Tudor domain (human) inhibition. O75164. AlphaScreen JMJD2A-Tudor / H3K4me3 peptide binding. Potency, µM (top dose mostly 114 µM), without a hit: at the top dose activity change, negative = inhibition, most hits filed as inhibitors. actives 4.4% (n = 390,000). AID 504339; also: potency is read from the fitted curve at half-maximal effect; % is scaled to controls: 0 for no effect and ±100 for the full control effect; nearly all actives have a fitted effect of over 50% in size
Target sequence (O75164 whole entry, looked up, the tested form may be a part): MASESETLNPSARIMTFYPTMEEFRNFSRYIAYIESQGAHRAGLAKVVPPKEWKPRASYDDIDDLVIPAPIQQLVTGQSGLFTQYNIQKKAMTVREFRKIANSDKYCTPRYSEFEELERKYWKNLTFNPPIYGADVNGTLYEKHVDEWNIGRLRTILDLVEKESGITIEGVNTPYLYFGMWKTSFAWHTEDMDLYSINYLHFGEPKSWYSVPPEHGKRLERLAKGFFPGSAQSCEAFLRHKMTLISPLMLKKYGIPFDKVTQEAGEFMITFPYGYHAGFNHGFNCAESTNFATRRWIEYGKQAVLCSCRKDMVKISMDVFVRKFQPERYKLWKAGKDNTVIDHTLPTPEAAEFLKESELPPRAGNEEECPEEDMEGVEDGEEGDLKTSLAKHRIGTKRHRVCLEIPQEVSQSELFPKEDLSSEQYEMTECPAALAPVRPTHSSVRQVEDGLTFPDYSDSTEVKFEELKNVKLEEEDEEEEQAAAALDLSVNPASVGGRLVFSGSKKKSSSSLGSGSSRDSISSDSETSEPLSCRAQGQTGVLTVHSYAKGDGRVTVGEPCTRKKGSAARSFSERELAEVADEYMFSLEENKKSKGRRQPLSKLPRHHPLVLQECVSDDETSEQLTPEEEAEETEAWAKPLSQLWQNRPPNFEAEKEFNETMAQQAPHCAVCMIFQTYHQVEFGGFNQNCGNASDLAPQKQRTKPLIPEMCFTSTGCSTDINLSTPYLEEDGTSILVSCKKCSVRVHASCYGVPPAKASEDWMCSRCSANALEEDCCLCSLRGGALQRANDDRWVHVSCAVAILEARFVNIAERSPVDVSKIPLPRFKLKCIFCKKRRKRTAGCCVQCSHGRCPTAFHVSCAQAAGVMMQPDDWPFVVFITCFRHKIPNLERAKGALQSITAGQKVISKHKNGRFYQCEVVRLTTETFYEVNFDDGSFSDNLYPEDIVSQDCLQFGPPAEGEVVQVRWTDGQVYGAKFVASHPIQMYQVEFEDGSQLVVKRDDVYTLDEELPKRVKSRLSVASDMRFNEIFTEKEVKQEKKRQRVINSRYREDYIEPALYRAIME
Tb PGK inh – blocks T. brucei phosphoglycerate kinase; P07378; PGK/GAPDH coupled, Kinase-Glo luminescence, 60 min; Potency, µM (series often up to 57.5 µM), inactives show at the top dose activity change, negative = inhibition, most hits filed as inhibitors; actives 0.043% (n = 380,000); AID 602233; also: potency is read from the fitted curve at half-maximal effect; % is scaled to controls: 0 for no effect and ±100 for the full control effect; nearly all actives have a fitted effect of over 60% in size
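Recombinant glycosomal PGK reaction used 1,3-bisphosphoglycerate generated in-well by GAPDH (100nM final) in 100mM TEA pH 7.6, 5mM MgCl2, 0.01% Tween-20. After 60 minutes at room temperature, ATP was read by Kinase-Glo Plus luminescence end-point.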
HP1b chromo inh – inhibitors of HP1-beta chromodomain binding to methylated histone tails; AlphaScreen HP1-beta / biotin-H3K9me3 peptide binding; Potency, µM (doses to about 114 µM), inactives show at the top dose activity change, negative = inhibition, usual class: inhibitors; actives 0.56% (n = 390,000); also: potency is read from the fitted curve at half-maximal effect; nearly all actives have a fitted effect of over 70% in size; inactives centre near 23
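AlphaScreen: HP1-beta (50 nM) preformed 30 min with biotin-H3(1-18)K9me3 peptide (50 nM) in PBS pH 7.4, 0.01% Tween-20. Compound added for 30 min at RT, then streptavidin donor/nickel chelate acceptor beads (10 ug/mL) for 30 min.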
Pol eta inh – inhibitors of human DNA polymerase eta; Potency, µM (titrated, usually from 114 µM), inactives show top-dose activity change, negative = inhibition, usual class: inhibitors; actives 1.2% (n = 390,000); recombinant Pol eta, fluorescent DNA replication assay; AID 588591; also: potency is read from the fitted curve at half-maximal effect; % is scaled to controls: 0 for no effect and ±100 for the full control effect
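Pol eta (10 nM) was preincubated with compounds for 15 min at room temperature, after which fluorescent replication substrate (50 nM final) was added to start the reaction. Fluorescence was read kinetically at 0 and 10 min.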
Pin1 inh – blocks the human prolyl isomerase Pin1; Potency, µM (series often up to 115 µM), inactives show at the top dose activity, negative = inhibition, usual class: inhibitors; Pin1 FP peptide displacement, HiFluor488, 10 min; actives 0.009% (n = 390,000); Q13526; active = well fitted inhibition curve with a large enough effect in the polarisation, with a control signal flat, not every such curve was filed as active; inconclusive = small, poorly fitted or top-dose-only effect, or effect the other way, or a change in a side signal; inactive = no such curve, though single readings can be large or run the other way; the % refers to the polarisation; also: potency is read from the fitted curve at half-maximal effect; % is scaled to controls: 0 for no effect and ±100 for the full control effect
GLS inhibitor – blocks human kidney-isoform glutaminase activity; GLS enzymatic activity, qHTS titration; Potency, µM (highest dose often 45.5 µM), without a hit: at the highest dose activity change, negative = inhibition, hits mostly inhibitors; actives 0.21% (n = 410,000); O94925; also: potency is read from the fitted curve at half-maximal effect; % is scaled to controls: 0 for no effect and ±100 for the full control effect
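Glutamate formation by hKGA was monitored fluorometrically using coupled glutamate oxidase, HRP and Amplex Red. Substrate was added as 1 mM L-glutamine solution; incubation was 30 min at RT after an initial read.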
PI4K2A inh – blocks human PI4K2A kinase activity; AID 1346378; Q9BTU6; purified PI4K2A, ADP-Glo luminescence, 1 h; active compounds read low; actives 0.13% (n = 420,000); activity change, negative = inhibition, % at 76.9 µM; in the data active = activity change below about -50%; inconclusive = mostly about -30% to -49%;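 also: -100% = wells without enzyme as full effect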
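PI4K2A activity was measured by ADP-Glo luminescence: enzyme (4 ug/mL stock) and phosphatidylinositol (1.2 mM stock) in Tris pH 7.5/MgCl2/EGTA/Triton X-100 buffer were reacted with ATP (300 microM stock) for one hour at ambient temperature.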
Active calls of the source: *; i = inactive; ? = inconclusive; nt = not tested or not shown; & = joins results of further samples; [ ] = another dose, or the depositor's remark. Unless noted, calls follow the shape of the dose curve; as a rule, active = well fitted curve in the direction sought with a large enough effect; inconclusive = small, poorly fitted or top-dose-only effect, or another doubt; inactive = no such curve, though single readings can be large; an effect the other way counts as inactive or inconclusive. An excerpt; the hit share may differ from the screen's.

SMILES	BAZ2B block	G9a inh	JMJD2A Tudor inh	Tb PGK inh	HP1b chromo inh	Pol eta inh	Pin1 inh	GLS inhibitor	PI4K2A inh
CCCCC(=O)NNC(=S)NC(=O)c1cccc([N+](=O)[O-])c1	?	nt	22µM*	i	?	6%	-12%	-9%	6
CCC1(CC)NC(=O)N(CC(=O)OCC(=O)Nc2cc(C)ccc2C)C1=O	-2%	2%	-16%	-1%	26%	-8%	0%	-2%	-4
CCN(CC)S(=O)(=O)c1ccc2c(c1)N(CC(=O)NCc1ccco1)C(=O)CO2	-6%	nt	-13%	-2%	30%	-20%	-1%	-7%	5
CS(=O)(=O)n1nc(-c2cccnc2)nc1NCc1ccccc1	-17%	-25%	-12%	-5%	32%	3%	?	-5%	15
Cc1ccc(-c2nnn(CC(=O)N(C)C3CCCCC3)n2)o1	-30%	-2%	-10%	-8%	18%	-8%	-2%	8%	7
O=C(NCc1ccccc1)OCCN1CCN(Cc2ccccc2)CCC1=O	-6%	9%&-10%	-15%	-3%	12%	-3%	-17%	0%	-3
O=C(Cc1cccs1)Nc1ccc(N2CCOCC2)cc1	?	-24%	?	-13%	14%	25µM*	6%	0%	-23
C=C(C)CNC(=S)N/N=C/c1ccccc1OCC(=O)O	-36%	11µM*	5%	0%	42%[activator]	-23%	-6%	-12%	-1
COC(=O)Cc1ccc(NC(=O)c2ccccc2Cl)cc1	-13%	26%	0%	i	32%	-11%	-1%	-11%	2
O=C(CSc1nc2[nH]c(=O)cc(O)c2s1)NCCc1ccccc1	16%	-48%	-13%	-9%	29%	?	-6%	8%	0
O=[N+]([O-])c1cccc(-c2nc(-c3ccccn3)no2)c1	-5%	nt	-21%	-6%	37%	-2%	1%	9%	-5
Cc1c(N(C)S(=O)(=O)c2cc(C(=O)NCC3CCCO3)ccc2Cl)c(=O)n(-c2ccccc2)n1C (stereo not drawn)	4%	-2%[59 µM]	0%	5%	10%	8%	-1%	0%	1
O=C(CNC(=O)c1ccco1)NCc1nc2ccccc2[nH]1	-3%	-11%	5%	-1%	36%	-9%	0%	1%	-1
COc1c(O)cc2oc(-c3ccc(O)c(O)c3)cc(=O)c2c1O	50µM*	?	32µM*	?	-22%	3.5µM*	?	?	-7
O=C(Nc1ccc(F)c(Cl)c1)C1CC(=O)N(Cc2ccccc2)C1 (stereo not drawn)	nt	nt	3%	-1%	26%	-6%	1%	-11%	5
O=C(C(Cc1ccccc1)N1C(=O)c2ccccc2C1=O)N1CCc2ccccc21 (stereo not drawn)	3%	9%[59 µM]	-26%	1%	12%	-6%	1%	-2%	2
Cc1c(OCC(=O)NC(Cc2ccc(Cl)cc2)C(=O)O)ccc2c3c(c(=O)oc12)CCCC3 (stereo not drawn)	-2%	-8%[12.7 µM]	-13%	8%	?	-2%	?	?	-4
COc1ccccc1C/C(N)=N/OC(=O)COc1ccccc1C	91%[activator]	62%[activator][59 µM]	97%[activator]	nt	103%[activator]	-6%	-10%	14%	-1
COc1ccc(C=NNC(=S)NN=Cc2ccc(OC)c(OC)c2)cc1OC	nt	nt	?	-4%	-8%[57 µM]	?	-12%	11%	-6
Cc1cc(NC(=O)c2oc3ccccc3c2C)ccc1-n1cnnn1	6%	6%[59 µM]	-10%	6%	24%	3%	3%	9%	-2
CCCc1cc(=O)n2c(C(=O)Nc3ccc(OCC)cc3)c(C(=O)Nc3ccc(C)cc3)sc2n1	-1%	?	-5%	-1%	3%	-3%	-6%	4%	-1
O=C(CNC1CCCCC1)Nc1cccc([N+](=O)[O-])c1	nt	nt	-9%	-3%	8%	-17%	-4%	-13%	7
CCCC(=O)NC(Nc1cc(C(F)(F)F)ccc1Cl)C(Cl)(Cl)Cl (stereo not drawn)	8%	-7%	9%	i	53%[activator]	-18%	0%	1%	3
COc1ccc(C(=O)Nc2c(N)nc(SCC(=O)N3CCCCCC3)[nH]c2=O)cc1OC	1%	7%[59 µM]	-20%	4%	22%	-5%	-4%	-5%	1
Oc1nc(-c2ccc(Cl)cc2)n2ccncc12	79µM*	14µM*	?	0%	37%[activator]	-6%	3%	9%	0
CCOC(=O)N1CCN(C(=O)c2ccc(C)c(S(=O)(=O)N3CCCCC3)c2)CC1	-4%	nt	-8%	-4%	4%	-4%	-5%	7%	6
COCC1CCCCN1C(=O)c1ccc2oc(CCCc3ccccc3)nc2c1 (stereo not drawn)	-19%	36%	-12%	0%	30%	-19%	1%	-7%	-4
CC(=O)NCCc1nc2cc(NC(=O)c3ccccc3Cl)ccc2n1C	-4%	5%	-18%	-1%	19%	-6%	3%	-3%	10
O=C(Cn1ncc2c3ccccc3n(Cc3ccc(F)cc3)c2c1=O)NCCCN1CCCCC1	-14%	-8%[59 µM]	-16%	i	14%	-12%	-3%	-9%	-1
Cn1c(NC(=O)Cc2cccc3ccccc23)cc(=O)n(C)c1=O	nt	-31%	-9%	-9%	51%[activator]	-21%	1%	-18%	5
Cn1c(=O)c(C(=O)NCc2ccc(Cl)cc2)c(O)c2ccccc21	-3%	-4%[0.501 µM]	1%	3%	38%	-24%	51%[activator]	-5%	-1
CC(C)(C)C(=O)/C=c1\[nH]c(=O)/c(=C\c2ccccc2F)s1	nt	-2%	1%	-2%	31%	-15%	-1%	1%	0
CCOC(=O)Nc1ccc(NC(=O)OCC)cc1	-9%	5%[59 µM]	0%	-10%[11.5 µM]	35%	-4%	?	-8%	0
O=C1c2ccccc2NC(c2cccc(O)c2)N1c1ccccc1 (stereo not drawn)	15%	4%	-10%	17%	19%[57 µM]	-2%	?	-6%	0
COCCCNC(=O)CCn1c(=O)c2ccccc2n(CC(=O)Nc2cc(Cl)ccc2C)c1=O	12%	21%[59 µM]	-12%	-10%	-1%	-2%	-3%	0%	-8
Cc1ccc(NS(=O)(=O)c2ccc3c(c2)NC(=O)CCS3)c(C)c1	-13%	36%[activator]	-8%	-2%	67%[activator]	-21%	1%	8%	-8
CCc1cccc2c(C(=O)CSc3nnc(-c4ccncc4)n3C)c[nH]c12	-33%	32µM*	-9%	-10%	32%	-7%	10%	-6%	-2
CC(C)CC1COC(=O)N1 (stereo not drawn)	-1%	nt	2%	-5%	53%[activator]	0%	-1%	2%	0
O=C(NCCc1nnc2ccc(NCC3CCCO3)nn12)c1ccccc1 (stereo not drawn)	2%	-3%	0%	7%	23%	-7%	7%	-10%	2
COC(=O)C(Cc1cnc(Cl)s1)(C(=O)OC)c1ccc(C(F)(F)F)cc1[N+](=O)[O-]	?	19%[12.7 µM]	?	-8%	?	-20%	-2%	-15%	-1
Cc1ccc(OCC(=O)Nc2ccccc2[N+](=O)[O-])c(Br)c1	-35%	?	-26%	-10%	13%	-13%	-2%	-4%	-2
COc1ccccc1NC(=O)Nn1cnnc1	11%	-10%	3%	-6%	16%	3%	-1%	7%	3
COC(=O)C1=C(C)NC(=O)/C1=C\c1cc(C)n(-c2c(C)cccc2C)c1C	32µM*	10µM*	32µM*	2%	?	-17%	8%	-1%	0
O=C1OCCC1(c1ccccc1)c1ccccc1	22%	-9%[0.501 µM]	14%	-1%	39%	-6%	-2%	7%	1
CCCC(=O)Nc1nnc(SCC(=O)N2CCN(c3ccccc3)CC2)s1	-36%	nt	-19%	6%	-5%	-7%	-5%	-1%	5
CN(C(=O)CSc1nnc(-c2ccco2)n1Cc1ccccc1)C1CCS(=O)(=O)C1 (stereo not drawn)	6%	11%[2.33 µM]	0%	9%	50%[activator]	-7%	-7%	-3%	2
NS(=O)(=O)c1ccc(CNC(=O)c2ccc3ccccc3n2)cc1	2%	36%	-12%	i	3%	-2%	1%	-2%	1
CC(=O)NCc1ccc(S(=O)(=O)N/N=C/c2ccc(N(C)C)cc2)cc1	-16%	-5%[59 µM]	-12%	i	9%	-15%	-1%	?	4
CN1CCC(N2CCCC(C(=O)O)C2)CC1 (stereo not drawn)	-6%	-10%	-12%	nt	11%	-9%	-1%	3%	6
CC(=O)N1CCN(C(=O)c2ccc(C)c(S(=O)(=O)N3CCCCC3)c2)CC1	nt	nt	-1%	-3%	32%	-15%	-1%	-1%	7
CCC(=O)OC1c2ccccc2C(=O)N1Cc1ccccc1 (stereo not drawn)	-2%	17%	-5%	-3%	40%[activator]	-10%	1%	-8%	-5
CCOC(=O)N1CCC(N2C(=O)c3ccccc3C2Nc2ccc(S(=O)(=O)N(CC)CC)cc2)CC1 (stereo not drawn)	0%	?	-21%	-8%	39%	-26%	1%	-5%	-4
COC(=O)C1=C(Nc2ccccc2NC(=O)c2ccccc2C(=O)O)CSC1	?	-19%	-14%	9%	36%	-18%	-2%	-1%	-3
Cc1ccc(-n2ncc(C(=O)NCCN3CCCC3)c2C2CCN(C(=O)OC(C)(C)C)CC2)cc1	4%[57.1 µM]	-9%[59 µM]	-25%	-7%	16%	7%	3%	-2%	-2

Screening results from PubChem BioAssay.
